phage Ecoli inh: growth loss of phage-infected E. coli, primary screen, RecBCD inhibitor project, absorbance, with phage, HTS; inhibition, % at 11.9 µM; 360,000 compounds, 0.26% hits; AID 651602, 2012; in the data active means inhibition above about 11%
Tat transport: E. coli Tat export inhibitors, primary screen, MC4100, TorA-mCherry reporter, fluorescence, single point; inhibition, % at 10 µM; 340,000 compounds, 0.036% hits; AID 488895, 2010;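 active means mean replicate inhibition at least 50% and at least half of replicates individually reaching 50%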;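 further: exported cargo escapes ClpAP degradation while cytoplasmic cargo is degraded and loses fluorescence; 0% = median of neutral control wells and 100% = median of NaSCN control wells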
Mot1-301 SUMO: yeast Mot1-301 growth rescue at high temperature, primary screen, SUMOylation pathway inhibitor project, S. cerevisiae, ATP luminescence, 38.5C; growth rescue, % at 18.8 µM; AID 2716, 2010; S. cerevisiae Mot1-301 growth rescue; percent above DMSO median, 100 means doubled; 320,000 compounds, 1% hits;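 active means every valid replicate shows activation above 250% relative to neutral control wells; inactive means the rest, any valid replicate at or below 250%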;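 further: OY570 slx delta 5 strain wells were the positive control but not used for scaling; some compounds called inactive have numbers as strong as hits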
MOR-DOR ag: agonists of OPRM1-OPRD1 heterodimerization, primary screen, cell-based, luminescence; cells; 340,000 compounds, 0.3% hits; activation, % at 9.3 µM; Mu-type opioid receptor (Homo sapiens) + Delta-type opioid receptor (Homo sapiens), …; in the data active means activation above about 18%;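 further: 0% = vehicle-treated cells and 100% = reference agonist; values of inactives mirror those of a sister screen read the other way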
Target sequence (P35372 whole entry, looked up): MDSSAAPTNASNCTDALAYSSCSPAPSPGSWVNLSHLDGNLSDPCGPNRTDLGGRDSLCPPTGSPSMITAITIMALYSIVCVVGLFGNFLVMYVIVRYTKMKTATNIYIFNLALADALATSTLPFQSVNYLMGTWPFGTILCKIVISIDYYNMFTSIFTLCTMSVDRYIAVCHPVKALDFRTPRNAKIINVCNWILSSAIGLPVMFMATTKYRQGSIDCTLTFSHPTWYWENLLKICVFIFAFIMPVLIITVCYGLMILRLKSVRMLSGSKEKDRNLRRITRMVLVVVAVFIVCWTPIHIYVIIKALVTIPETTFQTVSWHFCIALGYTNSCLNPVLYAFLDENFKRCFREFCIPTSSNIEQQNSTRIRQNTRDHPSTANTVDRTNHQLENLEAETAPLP
Target sequence (P41143 whole entry, looked up): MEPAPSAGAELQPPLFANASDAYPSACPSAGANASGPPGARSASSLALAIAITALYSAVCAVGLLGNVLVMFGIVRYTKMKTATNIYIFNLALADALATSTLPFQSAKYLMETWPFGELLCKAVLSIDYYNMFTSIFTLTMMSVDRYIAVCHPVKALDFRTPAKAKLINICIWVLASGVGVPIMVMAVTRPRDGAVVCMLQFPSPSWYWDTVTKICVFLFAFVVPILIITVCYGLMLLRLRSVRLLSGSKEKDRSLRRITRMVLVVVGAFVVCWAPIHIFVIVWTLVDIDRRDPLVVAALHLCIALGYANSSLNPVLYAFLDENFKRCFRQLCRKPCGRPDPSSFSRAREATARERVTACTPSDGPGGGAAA
E coli growth: E. coli V3065 growth inhibition, primary screen, counter-screen for AddAB inhibitor project, absorbance, OD600; AID 449728, 2010; 330,000 compounds, 0.27% hits; inhibition, % at 11.9 µM; 18 h;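 active means inhibition above the campaign's mean inhibition across all tested compounds plus 3 SD, cut at about 9.9% in these data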;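 further: uninfected addAB+ strain grown without phage in ampicillin broth; 0% = DMSO wells and 100% = ciprofloxacin 0.95 µg/ml wells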
MOR-DOR inv ag: inverse agonists of MOR-DOR heterodimerization, primary screen, cell-based, luminescence; Mu-type opioid receptor (Homo sapiens) + Delta-type opioid receptor (Homo sapiens), …; 340,000 compounds, 0.21% hits; inhibition, % at 9.3 µM; cell-based MOR-DOR heterodimer luminescence, inverse agonism; in the data active means inhibition above about 22%, passing the limit was not always enough;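 further: 0% = cells with DMSO and 100% = wells without cells with DMSO; values of inactives mirror those of a sister screen read the other way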
Arrestin-AP2 inh: inhibitors of beta-arrestin/AP2 binding, primary screen, biochemical, GPCR trafficking, flow cytometry; FITC-arrestin peptide / GST-AP2 beads; AP2 beta2 appendage carries R879A mutation; inhibition, % at 10 µM; 340,000 compounds, 0.31% hits; beta-arrestin 1 C-terminal peptide binding to AP2 beta2-adaptin appendage (human);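 active means inhibition above a set limit, near 3 SD of compounds lacking own fluorescence, cut at about 54% in these data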;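 further: plate controls were DMSO wells for no effect and 5 µM unlabelled arrestin peptide for full effect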
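System: GST-AP2 R879A bound to glutathione beads, E. coli-expressed. Also added: 50 nM FITC-arrestin peptide. Schedule: compound with beads 12 min RT, then probe 1 h RT. Signal: bead flow cytometry, FITC channel. Read-out basis: percent response.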
Pemphigus Ab inh: inhibitors of pemphigus antibody binding to DSG3, primary screen, biochemical, bead-based, flow cytometry, scFv-GFP; Desmoglein-3 (Homo sapiens), P32926; DSG3-coupled beads, scFv-anti-DSG3-GFP binding; active compounds read low; binding (percent of control), % at 10 µM; 310,000 compounds, 0.48% hits;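 active means binding more than 3 SD below its plate's average and above zero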;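 further: hits lower antibody fragment binding to DSG3; some compounds called inactive have numbers as strong as hits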
AddAB inh: growth inhibition of E. coli expressing H. pylori AddAB, primary screen, AddAB inhibitor project, absorbance | inhibition, % at 11.9 µM | 330,000 compounds, 0.29% hits | AID 435030, 2010; in the data active means inhibition above about 12%;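 further: 0% = vehicle wells of infected cells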
PfHsp90 set2: growth inhibition of PfHsp90-expressing yeast, primary screen, antimalarial PfHsp90 inhibitor project, S. cerevisiae, BacTiter-Glo luminescence, single point, set 2; 310,000 compounds, 0.32% hits; inhibition, % at 9.4 µM; BacTiter-Glo ATP, 48 h; yeast lacking PDR1 and PDR3 efflux regulators;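 active means every replicate shows inhibition above about 80%, whatever the replicate mean, limit read from the data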;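 further: 0% = DMSO neutral controls and 100% = 20 µM radicicol positive controls; yeast relying on Plasmodium falciparum Hsp90 in place of its own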
PKA-R1A act: activators of PKA-R1A holoenzyme, primary screen, biochemical, fluorescence polarization, Cy5-IP20, bovine R1A, mouse PKAc; cAMP-dependent protein kinase type I-alpha regulatory subunit (Bos taurus) + …; PKA-R1A dissociation; scaled: DMSO 0%, 113 µM cGMP 100%; activation, % at 11.4 µM; 340,000 compounds, 0.083% hits; AID 504707, 2011;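 active means percent activation above the mean of all tested compounds plus 3 SD, cut at about 19% in these data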;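 further: higher means more PKAc released from R1A so a rise in polarization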
* hit, by the source's call; · = not tested or not shown.

SMILES	phage Ecoli inh	Tat transport	Mot1-301 SUMO	MOR-DOR ag	E coli growth	MOR-DOR inv ag	Arrestin-AP2 inh	Pemphigus Ab inh	AddAB inh	PfHsp90 set2	PKA-R1A act
Cc1ccc(C2=C/C(=C/c3cccs3)C(=O)O2)cc1	2.3	1	2	-1.4	1.7	7	29	96	-0.6	3	-18
Cn1cnnc1SCC(=O)Nc1cc(S(=O)(=O)N2CCCCCC2)ccc1Cl	1.8	-6	7	0.1	1.0	0	-7	113	4.3	3	5
COc1ccccc1C(=O)Nc1ccnn1C1CCN(Cc2cnn(C)c2C)CC1	0.6	4	78	1.7	0.0	-7	3	104	1.5	-1	14
COc1ccc(NC(=O)NCCCN2CCN(c3ccccc3F)CC2)cc1	3.4	-18	420	-1.3	1.5	7	-7	99	2.4	-7	-1
CC(=O)Oc1ccc(C(=O)O)cc1OC(C)=O	-0.6	15	113	-0.4	1.4	2	-1	90	1.3	-5	0
CCOc1ccc(C(=O)OCC(=O)NC(C)C)cc1	3.9	-5	-2	-0.5	-2.9	3	19	101	-0.6	-56	6
Cc1nc(-c2ccccc2Cl)sc1C(=O)/C=C/N(C)C	3.3	3	-8	-3.6	3.6	18	-12	105	5.8	12	0
Clc1ccc(C2CC(c3ccccc3)Nc3ncnn32)cc1 (stereo unspecified)	1.8	1	-5	-4.6	-1.2	23	2	104	1.3	-2	-5
O=c1[nH]c(=O)c2cc3ccccc3nc2[nH]1	1.2	16	·	0.1	·	-1	5	99	·	-18	-1
O=[N+]([O-])c1cccc(-c2n[nH]c(=S)n2Cc2ccccc2)c1	1.6	-3	·	0.1	-0.2	0	0	·	2.7	-19	10

Reprinted from the results shown, eight compounds:
SMILES	phage Ecoli inh	Tat transport	Mot1-301 SUMO	MOR-DOR ag	E coli growth	MOR-DOR inv ag	Arrestin-AP2 inh	Pemphigus Ab inh	AddAB inh	PfHsp90 set2	PKA-R1A act
COc1ccccc1C(=O)Nc1ccnn1C1CCN(Cc2cnn(C)c2C)CC1	0.6	4	78	1.7	0.0	-7	3	104	1.5	-1	14
COc1ccc(NC(=O)NCCCN2CCN(c3ccccc3F)CC2)cc1	3.4	-18	420	-1.3	1.5	7	-7	99	2.4	-7	-1
CC(=O)Oc1ccc(C(=O)O)cc1OC(C)=O	-0.6	15	113	-0.4	1.4	2	-1	90	1.3	-5	0
CCOc1ccc(C(=O)OCC(=O)NC(C)C)cc1	3.9	-5	-2	-0.5	-2.9	3	19	101	-0.6	-56	6
Cc1nc(-c2ccccc2Cl)sc1C(=O)/C=C/N(C)C	3.3	3	-8	-3.6	3.6	18	-12	105	5.8	12	0
Clc1ccc(C2CC(c3ccccc3)Nc3ncnn32)cc1 (stereo unspecified)	1.8	1	-5	-4.6	-1.2	23	2	104	1.3	-2	-5
O=c1[nH]c(=O)c2cc3ccccc3nc2[nH]1	1.2	16	·	0.1	·	-1	5	99	·	-18	-1
O=[N+]([O-])c1cccc(-c2n[nH]c(=S)n2Cc2ccccc2)c1	1.6	-3	·	0.1	-0.2	0	0	·	2.7	-19	10

Continuation:
SMILES	phage Ecoli inh	Tat transport	Mot1-301 SUMO	MOR-DOR ag	E coli growth	MOR-DOR inv ag	Arrestin-AP2 inh	Pemphigus Ab inh	AddAB inh	PfHsp90 set2	PKA-R1A act
COCCN(C(=O)COC(=O)Cc1cccc(OC)c1)c1c(N)n(Cc2ccccc2)c(=O)[nH]c1=O	2.1	-1	-17	0.4	-0.6	-2	33	103	-1.4	3	1
CC(=O)c1ccc(N=C2NC(=O)C(CO)(CO)S2)cc1	-0.6	-5	-12	-2.5	-1.6	12	35	102	0.7	8	1
COc1cc(CNCc2ccccc2)cc(Cl)c1OC	2.1	-1	-9	1.3	-0.9	-6	46	112	1.4	·	-6
O=C(c1ccc(COc2ccc3c(c2)CCC3)o1)N1CCN(c2ccccc2)CC1	2.5	14	4	1.2	2.0	-7	-8	86	3.0	-19	3
CCCCn1c(N)c(N(CC(C)C)C(=O)c2cccc(S(=O)(=O)N(CC)c3ccccc3)c2)c(=O)[nH]c1=O	1.7	-5	·	-3.9	·	16	-1	102	·	2	2
COc1ccc(NC(=O)c2ccccc2Oc2ccccc2)c(OC)c1	-0.4	13	9	0.6	-1.0	-3	31	102	2.1	-2	-8
COc1ccccc1NC(=O)c1sc2nc(N3CCOCC3)c3c(c2c1N)CCCC3	-0.9	-2	224	0.1	-0.7	0	2	106	1.5	-9	4
Cc1noc(C)c1C(=O)OCC(=O)N(C)C1CCS(=O)(=O)C1 (stereo unspecified)	4.0	-8	9	-1.5	2.0	8	0	100	0.4	-10	1
NCCc1c(-c2ccccc2)n(-c2ccccc2)c2ccccc12	5.8	3	·	8.1	·	-42	-4	106	·	-7	3
CC(=O)NC(CC(=O)N1CCN(C(C)=O)CC1)c1ccccc1 (stereo unspecified)	1.5	1	21	-2.6	1.1	13	22	92	6.2	1	-4
CN(CC(=O)NCc1ccccn1)S(=O)(=O)c1ccc2ccccc2c1	4.4	6	-9	-0.7	0.4	4	15	98	2.4	7	3
CC(C)Nc1cc(C(C)(C)C)nc2c(-c3ccccc3)cnn12	3.2	-11	-9	1.4	2.3	-7	-4	106	0.9	15	2
COc1cc2c(cc1OC)C(c1cc(Br)ccc1O)N(C(C)=O)CC2 (stereo unspecified)	-3.5	-3	222	-2.1	1.1	11	-14	113	-0.4	0	-6
O=C(C1=NN[C@@H]2C(=O)N(c3ccccc3C(F)(F)F)C(=O)[C@H]12)C(c1ccccc1)c1ccccc1	0.6	-5	71	-1.4	-1.7	7	9	102	3.2	-1	-3
C#CCOCCOCCOCCNc1nc(N2CCN(C(=O)Cn3cc(CCCCN)nn3)CC2)nc(N2CCN(C(=O)[C@H]([C@@H](C)CC)n3cc(CCCCN)nn3)CC2)n1	3.6	4	15	-0.3	-2.7	2	-11	108	-1.4	-17	-6
NS(=O)(=O)c1ccc(NC(=O)COC(=O)c2cn(-c3ccccc3)nc2-c2ccccc2)cc1	-0.4	10	-9	1.1	-2.7	-5	0	85	-1.4	7	-11
CCN(c1cccc(C)c1)S(=O)(=O)c1ccc(-c2cc(C)no2)s1	3.2	4	4	-1.0	-1.3	5	11	58	-0.3	-34	8
Cc1ccc(-c2cc(C(=O)Nc3cc(C)on3)no2)cc1	9.9	0	12	0.0	-1.3	0	5	87	3.3	19	-5
Cc1ccc(C)c(Cn2nnc3c(=O)[nH]c(C4CCN(S(=O)(=O)c5ccc(S(=O)(=O)N(C)C)cc5)CC4)nc32)c1	-0.2	7	310	-0.1	-1.5	1	2	68	2.9	-18	-3
CCCCNC(=O)Cn1nc(C)c(S(=O)(=O)N2CCOCC2)c1C	4.8	-4	-2	-2.2	2.5	9	12	·	0.8	4	7
CCCn1nnc(NC(=S)NC(=O)/C=C/c2ccco2)n1	1.8	-4	2	-2.1	3.2	11	3	106	4.1	0	3
COc1ccc(/C=C/C(=O)N2CCN(c3ccccc3)CC2)cc1S(=O)(=O)N1CCOCC1	4.4	2	-18	-0.3	-2.0	2	8	100	1.7	5	-4
COCCCNC(=O)c1cn(-c2cccc(OC)c2)c(=O)c2ccccc12	0.7	-13	349	-3.0	0.3	17	-15	99	1.5	4	8
CC(NC(=O)c1ccccc1F)c1nnc(SCC(=O)NC2CCCCC2)n1C (stereo unspecified)	-0.2	5	-10	-2.8	0.0	18	4	98	0.1	-7	4
CCOC(=O)N1CCN(C(=O)C2CCC(=O)N(Cc3cccc(C(F)(F)F)c3)C2)CC1 (stereo unspecified)	2.6	6	-4	-2.5	-1.0	14	-10	107	1.3	0	0
CCc1ccc(S(=O)(=O)Nc2ccncc2)cc1	1.0	3	-14	-3.3	0.2	15	-3	101	1.5	12	-1
COc1ccccc1NC(=S)N(Cc1ccccc1)Cc1cccnc1	1.2	0	3	-1.3	2.0	6	22	·	1.0	3	-11
Cc1onc(-c2c(Cl)cccc2Cl)c1C(=O)N1CCSCC1	2.6	-2	-4	-3.8	-4.2	19	38	·	-0.3	3	-4
Cc1ccc(S(=O)(=O)N2CC(=O)Nc3ccccc32)cc1	4.1	-2	104	-1.1	-1.3	6	-7	102	2.1	16	-9
COc1cc(Cl)c(C)cc1NC(=O)Cc1cccs1	1.6	-5	111	-1.5	-1.0	7	26	99	-1.2	15	-13
CC1CN(C(=O)N[C@@H](Cc2ccccc2)C(=O)O)CC(C)O1 (stereo partly specified)	1.8	1	5	0.7	0.1	-4	-4	·	0.5	-1	-5
COc1ccccc1CNC(=O)Cn1cc(Br)ccc1=O	-0.1	1	70	-2.8	0.6	15	-12	95	3.0	-2	-2
Cc1ccc(C(=O)C[n+]2ccccc2)cc1	1.8	4	12	-1.9	·	9	-14	91	·	-14	-5
CN(C)CCOC1c2ccccc2C=Cc2ccccc21	3.2	·	1	·	0.0	·	5	105	2.0	·	·
COc1ccc2nc(NC(=O)c3ccc(F)cc3)sc2c1	-0.6	-6	15	4.8	0.2	-25	-3	104	2.7	-9	12
NNc1ccc(S(=O)(=O)N2CCCCC2)cn1	3.6	-2	-9	-0.2	-0.1	1	5	104	0.6	22	0
O/N=C/c1cccn1-c1ccc(O)cc1	1.8	-7	73	-3.2	0.3	15	7	100	-1.0	·	4
C(=N/Nc1cc(N2CCOCC2)nc(N2CCOCC2)n1)/c1ccccc1	3.5	-5	-7	2.1	-0.9	-10	10	84	-0.7	-13	-3
CCOc1ccc(OCCSc2nnnn2C2CCCCC2)cc1	1.5	5	-7	5.2	0.2	-30	23	97	1.8	-4	1
COc1cccc(C(=O)Nc2nnc(SCC(=O)NC3CCCC3)s2)c1	-1.1	-2	-23	-3.3	-2.1	17	22	95	2.5	-26	8
COc1ccc(-n2c(SCC(=O)NCc3cccs3)nc3[nH]ncc3c2=O)cc1	3.2	6	-8	-2.2	-0.8	12	6	100	1.7	-1	1
O=C(COC(=O)Cc1ccc(Br)cc1)NCc1ccc2c(c1)OCO2	4.3	1	·	-1.8	·	11	-1	104	·	·	-10
